Assay outcomes: PubChem BioAssay, National Center for Advancing Translational Sciences (NCATS)
USP2a inh – inhibitors of human ubiquitin-specific protease USP2a. O75604. USP2 core, Ub-CHOP2 coupled fluorogenic reporter, 485/531. Potency, µM (top dose mostly 38.3 µM), for the others: at the highest dose activity change, negative = inhibition, actives largely listed as inhibitors. actives 0.01% (n = 330,000);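 also: potency is read from the fitted curve at half-maximal effect; plate controls were DMSO wells for no effect and full inhibition by NEM control for full effect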
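Cell-free coupled assay: 10nM USP2 core preincubated 30min RT with compound in Tris-HCl pH 8.0/CaCl2/CHAPS buffer, then 25nM Ub-CHOP2 and 25nM reporter substrate; fluorescence (Ex 485/Em 531) read after 60min RT, normalized to NEM inhibition, concentration-response curves fitted.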
AT treatment – potential ataxia-telangiectasia treatment; […] A-T fibroblasts, KAP-1 phosphorylation AlphaLISA; neocarzinostatin DNA damage 30 min before lysis; actives 0.19% (n = 320,000); AID 485349; Potency, µM (titrated, usually from 57.5 µM), for the others: at the highest dose activation, most hits filed as activators; also: potency is read from the fitted curve at half-maximal effect; % of control where 0% means no effect; nearly all actives have a fitted effect of over 45% in size
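ATM-like activity read as KAP-1 phosphorylation via AlphaLISA donor/acceptor antibody pairs after lysis and 6 hr at 25C. Cells were ATM-null patient fibroblasts ([…], hTERT), dosed 60 min, then exposed to the DSB inducer NCS for 30 min.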
TRPV1 agonist – activates the human vanilloid receptor TRPV1 | activation, % at 8.33 µM | AID 540275 | actives 0.19% (n = 320,000) | Q8NER1 | TRPV1-expressing cells, Fluo-8 calcium influx, agonist mode; in the data active = activation above about 80%; inconclusive = between about 30% and that limit; also: 0% is about no effect
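Fluo-8 calcium influx in TRPV1-expressing cells, kinetic read (ex 480/em 520 nm). Compound added and read 3 min for agonist activity, followed by capsaicin at EC20 final and 2 min further read for enhancement.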
TCR activator – T cell receptor activation; AID 504894; 330,000 tested, under 10 active; primary human leukocytes, anti-CD3, IL-2 HTRF, 48 h; Potency, µM (top dose mostly 9.22 µM), for the others: at the top dose activation of IL-2 secretion, actives largely listed as activators; also: % of control where 0% means no effect
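IL-2 release read by HTRF sandwich (Eu cryptate donor, d2 acceptor, 665 nm emission) after 48 hr exposure of primary human leukocytes to compound together with anti-CD3 beads in the absence of co-stimulatory signals.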
Mito fusion yeast – blocks mitochondrial division or promotes mitochondrial fusion; S. cerevisiae fusion-defective mutant growth rescue, CellTiterGlo 48 h; Potency, µM (titrated, usually from 46.1 µM), for the others: at the top dose growth rescue (activation), most hits filed as activators; actives 0.23% (n = 320,000); AID 485298;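 also: potency is read from the fitted curve at half-maximal effect; % of control where 0% means no effect; nearly all actives have a fitted effect of over 45% in size; temperature-sensitive fusion mutants such as fzo1-1 at 37 °C on non-fermentable ethanol glycerol medium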
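Read-out: ATP-based luminescence (CellTiterGlo, 10 min ambient) reporting growth of fusion-defective ts yeast after 48 hours at 37C on glycerol/ethanol YPEG medium in the presence of compound.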
KCNH2 WT inh – inhibitors of human wildtype KCNH2 potassium channel | U2OS, BacMam KCNH2, thallium flux FluxOr; stronger effect = lower value | Q12809 | actives 0.37% (n = 340,000) | activity change, % at 1.84 µM;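 active = maximum activity change below -70%; inconclusive = maximum activity change between -70% and -50%; inactive = maximum activity change above -50%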; also: % is scaled to controls: 0 for no effect and ±100 for the full control effect
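U2OS cells transduced with wild-type KCNH2 virus are loaded with FluxOr dye for 45 min, and thallium flux is measured in kinetic reads before and after stimulation buffer. Rate constants are normalized to DMSO controls.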
TSHR antag – human thyrotropin receptor antagonism | P16473 | TSHR-expressing cells, TSH-stimulated cAMP HTRF, 2 h; stronger effect = lower value | activity change, negative = inhibition, % at 11.5 µM | actives 0.2% (n = 330,000) | AID 504810;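 active = activity change below a set negative limit, meaning inhibition stronger than a set level, cut at about -70% in these data; inconclusive = activity change between two set negative limits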; also: % is scaled to controls: 0 for no effect and ±100 for the full control effect
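Freshly harvested TSHR cells receive pin-tooled compound, then EC80 TSH at 4nM final. After 2 hours at 37 deg C, antibody in lysis buffer and cAMP-d2 are added; 30 minutes at ambient temperature precede the HTRF read.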
ELG1 DNA repair – ELG1-dependent DNA repair inhibition; actives 2.3% (n = 330,000); AID 504467; Potency, µM (top dose mostly 46.1 µM), for inactives: at the top dose activity change, negative = inhibition, most hits filed as inhibitors; HEK293T ELG1-luciferase reporter, luminescence, 16 h; DNA damage induced by 5-fluorouridine; also: potency is read from the fitted curve at half-maximal effect; % is scaled to controls: 0 for no effect and ±100 for the full control effect; nearly all actives have a fitted effect of over 55% in size
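Luminescence from the luciferase reporter, measured 30 min after ONE-Glo reagent at room temperature, was the read-out. Beforehand, 2,000 cells per well were exposed for 16 hr at 37 °C to 5-fluorouridine together with compound or vehicle.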
KCNH2 3.1 inh – blocks the human KCNH2 3.1 channel isoform | actives 0.95% (n = 340,000) | AID 720553 | activity change, % (tested at about 1.8 µM) | U2OS KCNH2 3.1, thallium flux FluxOr; stronger effect = lower value;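 active = maximum activity change below -70%; inconclusive = maximum activity change from -70% to -50%; inactive = maximum activity change above -50%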;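 also: thallium influx rate constant from kinetic fluorescence after stimulation buffer; % is scaled to controls: 0 for no effect and ±100 for the full control effect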
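We transduce U2OS cells with the mutant 3.1 virus, culture them overnight, load FluxOr with Red40 quencher for 45 min, then add stimulation buffer and read kinetically for 2 min to derive a normalized rate constant.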
Eya2 inh – blocks the phosphatase activity of human Eya2; AID 488837; actives 0.006% (n = 330,000); O00167; recombinant Eya2, OMFP fluorescence dephosphorylation (OMFP is methylfluorescein phosphate); Potency, µM (top dose mostly 76.9 µM), for the others: at the top dose activity, negative = inhibition, hits mostly inhibitors; also: potency is read from the fitted curve at half-maximal effect; % is scaled to controls: 0 for no effect and ±100 for the full control effect
Target sequence (O00167 whole entry, looked up): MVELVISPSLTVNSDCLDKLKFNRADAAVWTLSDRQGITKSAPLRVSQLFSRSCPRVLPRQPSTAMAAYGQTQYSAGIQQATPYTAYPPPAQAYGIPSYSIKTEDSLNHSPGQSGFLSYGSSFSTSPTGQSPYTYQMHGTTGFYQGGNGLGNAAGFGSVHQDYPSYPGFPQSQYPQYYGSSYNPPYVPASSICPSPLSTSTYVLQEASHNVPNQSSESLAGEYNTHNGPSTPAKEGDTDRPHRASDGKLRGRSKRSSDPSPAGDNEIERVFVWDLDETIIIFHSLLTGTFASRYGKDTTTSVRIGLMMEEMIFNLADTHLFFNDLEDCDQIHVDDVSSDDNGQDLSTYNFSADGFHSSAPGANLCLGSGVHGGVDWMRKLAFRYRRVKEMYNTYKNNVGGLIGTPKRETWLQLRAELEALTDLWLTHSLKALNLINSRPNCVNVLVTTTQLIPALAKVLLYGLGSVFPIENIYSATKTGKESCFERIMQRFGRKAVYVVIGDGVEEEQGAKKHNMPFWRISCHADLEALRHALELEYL
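Eya2 protein (added as 0.2 uM solution) was preincubated with compound for 10 min at ambient temperature in 50 mM HEPES pH 7.5, 50 mM NaCl, 5 uM MgCl2, 0.05% BSA, 1 mM DTT. OMFP (added at 50 uM) then reacted 10 min; fluorescence read at 485/525 nm.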
An asterisk follows results filed as active; ? = inconclusive; nt = no result given; [ ] = remark or other dose. Unless noted, calls follow the shape of the dose curve; as a rule, active = well fitted curve in the direction sought with a large enough effect; inconclusive = small, poorly fitted or top-dose-only effect, or another doubt; inactive = no such curve, though single readings can be large; an effect the other way counts as inactive or inconclusive.

SMILES	USP2a inh	AT treatment	TRPV1 agonist	TCR activator	Mito fusion yeast	KCNH2 WT inh	TSHR antag	ELG1 DNA repair	KCNH2 3.1 inh	Eya2 inh
CCN(CC)CCCN1C(=O)C(O)=C(C(C)=O)C1c1cccc(OC)c1 (centres undefined)	2%	-3%	-1	nt	-6%	nt	13	2%	nt	-11%
O=C(O)c1cnn2c1C(=O)N(Cc1cccs1)CC2	-4%	3%	0	-2%	16%	16	-5	8%	-2	-24%
CCOC(=O)C1(Cc2ccccc2C)CCCN(C(=O)c2ccccn2)C1 (centres undefined)	0%	3%[11.5 µM]	3	-4%	-4%	-3	0	?	-16	3%
O=C(Cc1ccc(Cl)c(Cl)c1)N/N=C/c1cccnc1	-2%	3%	13	1%	6%	-6	-4	0%	0	5%
CC(C)c1ccc(CN(C)CC(O)c2ccccc2)cc1 (centres undefined)	1%	0%	3	3%	-1%	-3	6	-2%	-38	-4%
Cn1c(=O)n(C)c2cc(S(=O)(=O)N3CCCc4ccccc43)ccc21	-1%	0%	0	nt	3%	17	9	-3%	-6	-24%
Cc1ccc(S(=O)(=O)N2C(=O)c3cccc4cccc2c34)cc1	1%	27%	7	0%	4%	nt	-11	?	1	-3%
CC(=O)Nc1ccc(S(=O)(=O)NNC(=O)COc2cc(C)ccc2C(C)C)cc1	nt	nt	3	1%	-6%	-7	nt	nt	29	nt
Cc1cc(NC(=O)c2ccccc2F)ncc1NC(=O)c1cccs1	2%	-4%	1	1%	-9%	nt	-2	?	-1	11%
CCOC(=O)COc1ccc(-c2nnc(-c3ccccc3)o2)cc1	-2%	0%	25	4%	-3%	2	-12	?	-5	-8%
CN(C)c1ccc(CN(C(=O)C2COc3ccccc3O2)C2CCS(=O)(=O)C2)cc1 (centres undefined)	1%	-7%	9	nt	?	-25	6	-2%	4	-3%
CNc1nnc(-c2cc3ccccc3oc2=O)s1	5%	3%	-1	0%	4%	-2	0	?	0	-17%
O=C(CCn1nc(-c2ccccc2)ccc1=O)N1CCN(c2ccccc2)CC1	-4%	19%	-2	-5%	0%	-9	23	0%	4	-1%
Cn1ccc(C(=O)N/N=C/c2cccnc2)n1	-1%	-2%	3	-6%	3%	-2	13	18%	0	?
Cc1ccc(CN2CCNC(=O)C2CC(=O)NC2CCCCCC2)o1 (centres undefined)	1%	-4%	1	-7%	4%	4	8	9%	nt	0%
Cc1cc2c(=O)[nH]c(Cc3ccccc3)nc2s1	2%	1%	-4	-4%[46.1 µM]	2%	-8	6	1%	-4	-3%
CCOc1ccc2nc(SCC(=O)Nc3cccc(S(=O)(=O)NC4=NCCCCC4)c3)[nH]c2c1	-5%	-3%	1	-2%	-6%	4	10	?	-10	13%
C=CCn1c(SCC(=O)c2cc(C)n(C)c2C)nnc1-c1ccncc1	1%	0%	-5	nt	14%	11	2	-24%	-2	-6%
CN(Cc1ccccc1Br)C(=O)CSc1nnnn1C1CC1	4%	-5%	6	-8%	0%	4	37	?	-1	-7%
COc1cc(OC)cc(-c2nnc(SCc3c(F)cccc3Cl)o2)c1	1%	11%	11	-1%	21%	-18	-9	?	0	-1%
O=C(CSc1nnc(CNC(=O)C23CC4CC(CC(C4)C2)C3)n1-c1ccc(F)cc1)Nc1ccccc1	6%	0%	0	2%[46.1 µM]	-8%	12	5	?	-11	-5%
CCOc1ncccc1C(=O)OCc1ccc(C#N)cc1	5%	3%	9	3%[46.1 µM]	7%	-1	2	12%	-6	2%
CCOc1cc(C(=O)Nc2ccc3c(c2)OCO3)ccc1OC(F)F	-2%	0%	?	7%	-2%	4	-15	?	27	7%
O=C(CCl)NCc1c(Cl)cccc1-n1cccc1	2%	-7%	5	-1%	1%	-3	-1	?	6	-20%
Cc1csc(SCC(=O)Nc2sccc2C#N)n1	12%	-8%	0	1%	2%	-2	21	?	20	-3%

An excerpt of these results, with values under each structure:
Results follow in this order: USP2a inh	AT treatment	TRPV1 agonist	TCR activator	Mito fusion yeast	KCNH2 WT inh	TSHR antag	ELG1 DNA repair	KCNH2 3.1 inh	Eya2 inh
Cn1ccc(C(=O)N/N=C/c2cccnc2)n1
 : -1%	-2%	3	-6%	3%	-2	13	18%	0	?
CCOc1ncccc1C(=O)OCc1ccc(C#N)cc1
 : 5%	3%	9	3%[46.1 µM]	7%	-1	2	12%	-6	2%

Next part:
SMILES	USP2a inh	AT treatment	TRPV1 agonist	TCR activator	Mito fusion yeast	KCNH2 WT inh	TSHR antag	ELG1 DNA repair	KCNH2 3.1 inh	Eya2 inh
Cc1c(Br)c(C(F)(F)F)nn1CC(=O)N(C)C1CCCCC1	1%	0%	8	-2%	4%	1	0	2%	-4	-14%
CC(=O)c1ccc(-n2nnnc2SCC(=O)Nc2cccc(NC(=O)c3ccco3)c2)cc1	1%	8%	1	-1%	-1%	-1	-21	?	0	0%
Cc1ccc(S(=O)(=O)N2CCCC(C(=O)N3CCN(c4ccccc4)CC3)C2)cc1 (centres undefined)	-5%	-8%	6	-3%	-27%	22	-17	21µM*	-5	9%
CC(=O)Nc1ccc(S(=O)(=O)N[C@@H](C)C(=O)OCC(=O)NC2CCCC2)cc1	5%	7%	2	-2%	1%	-2	5	-2%	0	6%
Cc1ccc(C)c(CN2CCC(CNC(=O)CCc3nnc4ccc(N5CCCCC5)nn34)CC2)c1	-1%	6%	0	-2%	-3%	-2	5	2%	19	21%
CN(C)c1ccc(CNC(=O)C2CCN(S(=O)(=O)c3ccc4c(c3)oc(=O)n4C)CC2)cc1	0%	-12%	-1	0%	-5%	-32	2	-20%	-13	-1%
Cc1nc(N2CCN(C(=O)c3ccco3)CC2)c2c3c(sc2n1)CCCC3	2%	3%	8	2%[46.1 µM]	11%	8	-16	18µM*	-1	-30%
COc1ccc(CC(=O)NNC(=O)c2cc(C)oc2C)cc1OC	0%	1%	14	6%	-2%	-3	3	5%	3	31%
Cc1nc(N2CCN(c3ccccc3)CC2)[nH]c(=O)c1C	1%	47%	-2	nt	1%	7	15	-11%	1	5%
N#C/C(=C\c1ccc(F)c(Cl)c1)S(=O)(=O)c1ccccn1	-2%	-7%	-2	8%	0%	11	2	4%	-1	9%
O=c1[nH]c(=O)n(Cc2ccco2)c2c1C(C(F)(F)F)(C(F)(F)F)N=C(CCC1CCCCC1)N2	1%	-1%	0	3%	3%	-2	-3	?	nt	0%
CC(=O)Nc1ccc(N2C(=O)CSC2c2ccccc2)cc1 (centres undefined)	1%	3%	-2	-6%	4%	-20	-3	-6%	5	1%
Cn1cc(Br)c(C(=O)N/N=C/c2cc3c(cc2Cl)OCO3)n1	3%	0%	12	-7%	-7%	-24	-10	?	-27	3%
CCCc1ccc(S(=O)(=O)N2CCN(C(C)C(=O)NC3CCCC3)CC2)cc1 (centres undefined)	1%	-1%	6	-10%	5%	48	15	-4%	-12	-29%
CCc1cc2c(NCCC(=O)O)ncnc2s1	-4%	-4%	1	5%	-2%	1	-10	1%	-3	-17%
CC1(C)C2CCC(C2)C1(C)N=C1OC(CCl)CS1 (centres undefined)	4%	22%	?	3%	7%	-5	-13	0%	-7	4%
CSC1=NCCN1C(=O)c1ccco1	-8%	4%	0	-4%	-7%	4	13	?	-8	7%
O=C(CSc1cc(Cl)ccc1Cl)NCCN1C(=O)CSC1=O	-5%	11%	nt	7%	nt	-4	-5	9%	4	-14%
CC1CC(C)CN(CCOc2ccc(Cl)cc2Cl)C1 (centres undefined)	0%	4%	5	4%	22%	12	2	?	?	7%
CC(C)(C)n1ncc2c(=O)n(CC(=O)N3CCCC3)cnc21	-1%	6%	-1	2%	1%	-17	8	-13%	3	-7%
Cc1ccc2sc(N(CCCN(C)C)C(=O)c3ccc(S(=O)(=O)N4CCOCC4)cc3)nc2c1C	-2%	-10%	13	5%	-11%	6	-8	-4%	-4	5%
Cc1c(C(=O)NCCc2ccc(Cl)cc2)sc2nc3n(c(=O)c12)CCC3	1%	5%	-2	2%	14%	-1	-1	?	-1	7%
O=C(/C=C/c1cccc([N+](=O)[O-])c1)NCc1ccco1	0%	1%	20	0%[46.1 µM]	-14%	-1	-3	1%	-13	-9%
COc1ccc(/C=N/NC(=O)CN(C)S(=O)(=O)c2ccc(NC(C)=O)cc2)cc1	-3%	2%	-1	4%	3%	-1	12	9%	5	-2%
COc1cccc(CNC(=O)c2cccc(Br)c2)c1	1%	2%	?	11%[46.1 µM]	0%	-4	9	-4%	0	7%
O=C(CCc1ccccc1)NNC(=O)c1ccccc1Br	-1%	-1%	2	-16%[46.1 µM]	-1%	-3	-3	-2%	-5	8%
COc1cc(Nc2cc(C)nc3ncnn23)cc(OC)c1	-1%	-6%	-1	4%	3%	-2	-2	?	-4	7%
CCOc1ccc(N2C(=O)c3ccccc3NC2(C)CC)cc1 (centres undefined)	0%	-3%	-1	5%	-3%	0	-10	?	-5	3%

These rows are one share of the data; the hit share may differ from the screen's.
